M17LAP inhibition: P. falciparum M17LAP inhibitors, primary screen, biochemical, fluorogenic H-Leu-NHMec substrate, 1536-well (AID 1619); recombinant M17LAP, H-Leu-NHMec fluorogenic kinetic assay; higher % means a stronger effect; one-dose inhibition, % at 30 µM; IC50 in µM for titrated hits; 220,000 tested, 0.38% active;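 active = compound inhibiting the enzyme by more than half at any dose during confirmatory dose-response retesting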;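 note: plate controls were full reaction with DMSO carrier for no effect and no enzyme background for full effect; strong numbers were not always called active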
Yfh1-off respiration: mitochondrial function rescue without frataxin homolog – Friedreich's ataxia, plus single-dose screen, dose response (AID 1465). S. cerevisiae Yfh1-off respiration, WST-1 reduction, 72 h; higher fold induction means a stronger effect. fold induction at 50 µM, or EC50 in µM where a hit was titrated. 220,000 tested, 0.074% active;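 active = fold induction of absorbance versus untreated yeast above a set limit, then at least 30% activation at any dose in follow-up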;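 note: activators that raise dye reduction in frataxin-depleted yeast; strong numbers were not always called active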
Salmonella PhoP GFP: PhoP-dependent GFP reporter repression – Salmonella Typhimurium, primary screen (AID 1863); S. Typhimurium PhoP-regulated promoter GFP reporter, 4 h; higher % means a stronger effect; 300,000 tested, 0.16% active; inhibition, % at 50 µM; hits with a dose series show IC50 in µM;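 active = inhibition over 29.93%, a cutoff 3 SD above the screen mean, later confirmed by dose response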;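 note: 0% = low Mg2+ inducing control and 100% = high Mg2+ repressing control; strong numbers were not always called active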
XIAP displacement: small molecules displacing peptide from XIAP – biochemical, IAP family, fluorescence polarization (AID 1018) | XIAP BIR domain, fluorescence polarization peptide displacement; higher % means a stronger effect | displacement, % at 20 µM; hits with a dose series show IC50 in µM | 200,000 tested, 0.007% active; in the data active = displacement above about 50%; note: a part of the inactive calls stands beside numbers as strong as those of hits
ER stress rescue: rescue of cells from ER stress-induced death, primary screen, 384-well, CSM14.1, thapsigargin, ATP luminescence (AID 1222). one-dose cellular ATP content (survival), % at 20 µM; EC50 in µM for titrated hits. 190,000 tested, under 10 active. CSM14.1 thapsigargin-induced death rescue, ATP luminescence; higher % means a stronger effect;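 active = EC50 below 50 µM in the dose-response confirmation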;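 note: death triggered by thapsigargin at about 15 µM added after 2 h compound pretreatment; cell ATP read after overnight thapsigargin exposure of roughly 18 to 22 hours; normalized against plate controls of thapsigargin alone and 5% DMSO vehicle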
M1AAP inhibition: P. falciparum M1AAP inhibitors, biochemical, fluorogenic H-Leu-NHMec substrate, 1536-well (AID 1445). recombinant M1AAP, H-Leu-NHMec fluorogenic kinetic assay; higher % means a stronger effect. 220,000 tested, 0.42% active. inhibition, % at 30 µM; hits with a dose series show IC50 in µM;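 active = primary inhibition above the hit cutoff, then over 50% inhibition at one or more dose response concentrations, cut at about 23% in these data, passing the limit was not always enough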;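 note: plate controls were DMSO full reaction for no effect and no enzyme background for full effect; strong numbers were not always called active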
West Nile virus CPE: inhibition of WNV-induced cytopathic effect – cell-based, CPE readout (AID 1621) | one-dose CPE inhibition, % at 10 µM; IC50 in µM for titrated hits | 290,000 tested, 0.02% active | West Nile virus-infected cells, CPE inhibition; higher % means a stronger effect; in the data active = a potency from the dose series; note: strong numbers were not always called active
PMI inhibition: human PMI inhibitors, high substrate, primary screen, biochemical, fluorescence intensity, high mannose 6-phosphate (AID 1220) | 190,000 tested, 0.66% active | one-dose inhibition, % at 20 µM; IC50 in µM for titrated hits | recombinant PMI enzyme, coupled fluorescence intensity; higher % means a stronger effect; in the data active = inhibition above about 50%
Siah-1 displacement: Siah-1 peptide-binding antagonists, primary screen, biochemical, fluorescence polarization, rhodamine-plectin, uHTS (AID 1817); Siah-1 / rhodamine-plectin peptide fluorescence polarization; higher % means a stronger effect; displacement, % at 20 µM, or IC50 in µM where a hit was titrated; 290,000 tested, 0.02% active;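 active = displacement of at least 50% at 20 µM, with a fluorescence ratio check between 0.3 and a set limit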;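 note: plate controls were Siah plus tracer with DMSO for no effect and tracer alone without Siah for full effect; strong numbers were not always called active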
Numbers without * were called inactive; i = inactive; / = not tested or not shown; & = joins results of further samples.

Preview:
SMILES	M17LAP inhibition	Yfh1-off respiration	Salmonella PhoP GFP	XIAP displacement	ER stress rescue	M1AAP inhibition	West Nile virus CPE	PMI inhibition	Siah-1 displacement
Cc1cccc(/C=N/NC(=O)c2cc(-c3cccnc3)nc3c2c(C)nn3-c2ccccc2)c1	-5%	i	6%	-2.5%	6.4%	3%	0.5%	8%	0%
COCc1cc(=O)n2[nH]c(C(F)(F)F)nc2n1	6%	i	-15%	0.2%	-0.3%	3%	0.1%	-5%	5%
CSc1nc2ccsc2c(=O)n1-c1ccccc1	-1%	i	-2%	-5.6%	0.7%	3%	0.8%	0%	11%

The whole of this part (from the top)
SMILES	M17LAP inhibition	Yfh1-off respiration	Salmonella PhoP GFP	XIAP displacement	ER stress rescue	M1AAP inhibition	West Nile virus CPE	PMI inhibition	Siah-1 displacement
Cc1cccc(/C=N/NC(=O)c2cc(-c3cccnc3)nc3c2c(C)nn3-c2ccccc2)c1	-5%	i	6%	-2.5%	6.4%	3%	0.5%	8%	0%
COCc1cc(=O)n2[nH]c(C(F)(F)F)nc2n1	6%	i	-15%	0.2%	-0.3%	3%	0.1%	-5%	5%
CSc1nc2ccsc2c(=O)n1-c1ccccc1	-1%	i	-2%	-5.6%	0.7%	3%	0.8%	0%	11%
Cc1ccc(C2=NC(C(F)(F)F)(C(F)(F)F)c3c(n(-c4ccc(F)cc4)c(=O)[nH]c3=O)N2)cc1	19%	i	-6%	-5.6%	-0.3%	5%	1.9%	0%	1%
CCOc1ccc(N(CC(=O)Nc2cccc(N(C)S(C)(=O)=O)c2)S(=O)(=O)c2ccccc2)cc1	-2%	i	4%	-0.3%	0.6%	2%	-1.6%	1%	6%
COc1ccc(OC)c(C2CC(c3c(-c4ccccc4)c4cc(Cl)ccc4[nH]c3=O)=NN2S(C)(=O)=O)c1 (stereo unspecified)	9%	/	4%	-34%	0.4%	7%	/	8%	-5%
CC(=O)c1cccc(NC(=O)Cn2nc(-c3ccc(Cl)cc3)ccc2=O)c1	/	i	/	-1.4%	0.1%	/	-1.2%	12%	-3%
CN1CC(=O)N2[C@H](c3ccc4c(c3)OCO4)c3[nH]c4ccccc4c3C[C@@H]2C1=O	0%	i	3%&-1%	-2.3%	0.4%	0%	0.0%	-1%	-2%
O=C(Nc1c(C(=O)O)[nH]c2ccccc12)NC1CCCCC1	-6%	i	4%	-3.3%	-0.8%	3%	0.2%	-24%	-1%
CC(=O)Nc1ccc(NC(=O)COc2c(C)cc(Br)cc2C)cc1	-2%	i	4%	-3.6%	-1.4%	2%	1.2%	12%	0%
O=c1[nH]c(CN2CCN(Cc3ccc4c(c3)OCO4)CC2)nc2ccccc12	1%	i	4%	-9.9%	-1.4%	5%	-0.3%	3%	-5%
O=C1C2C3C=CC(C4CC34)C2C(=O)N1/N=C/c1cccs1 (stereo unspecified)	26%	i	3%	1.7%	-3.1%	1%	-0.2%	2%	-7%
COc1ccc(OC)c(C(c2nnnn2CCc2ccccc2)N2CCN(c3ccccc3)CC2)c1 (stereo unspecified)	7%	i	11%	-4.4%	4.4%	-1%	-0.5%	5%	0%
O=S(=O)(c1cccs1)N1CCN(CC(O)COc2cc(Cl)ccc2Cl)CC1 (stereo unspecified)	3%	/	7%	-3.1%	0.3%	-5%	0.8%	14%	2%
Nc1cccnc1-n1nc(C(F)(F)F)cc1C(F)(F)F	-1%	i	4%	-4.5%	/	1%	-0.2%	-1%	-7%
CCCC(c1nnnn1C1CCCCC1)N1CCN(C2CCCC2)CC1 (stereo unspecified)	0%	i	-19%	-2.3%	-3.2%	6%	-0.4%	-4%	5%
COc1ccc(-c2nc(-c3ccccn3)ncc2S(C)(=O)=O)cc1	30%	i	2%	-3.9%	/	9%	0.0%	-8%	5%
CCN(CC)CCCNC(=O)Cn1ccc2ccccc2c1=O	3%	i	-8%	-7.1%	0.9%	-1%	0.0%	1%	1%
CCOC(=O)C1CCN(C(=O)CN2C(=O)C(CC)Oc3ccccc32)CC1 (stereo unspecified)	0%	i	-9%	-3.6%	0.9%	1%	0.3%	10%	0%
CCOC(=O)CN1C(=O)N[C@@H](c2ccc(Br)cc2)C(C(=O)OC)=C1C	2%	i	6%	/	/	9%	-0.5%	/	4%
Cn1cc(Br)c(NS(=O)(=O)c2ccc(Cl)s2)n1	3%	i	-7%	/	/	15%	0.6%	/	-1%
COc1ccccc1/C=C1\SC(=S)N(C(C(=O)O)c2ccccc2)C1=O (stereo unspecified)	67%	i	-13%	/	/	26µM*	0.3%	/	1%
COc1ccc(-c2cc(C(=O)Nc3ccccc3SC)no2)cc1	8%	i	3%	-3.1%	-1.0%	3%	0.2%	-5%	-2%
O=C(NN1C(=O)c2ccccc2NC1c1ccco1)c1ccccc1 (stereo unspecified)	23%	i	-6%	0.1%	0.9%	61µM*	-0.5%	-6%	8%
CNc1nc2c(C)cccn2c(=O)c1C=NCc1ccccc1	4%	/	14%	-4.2%	2.4%	2%	/	-1%	0%

(more compounds)
SMILES	M17LAP inhibition	Yfh1-off respiration	Salmonella PhoP GFP	XIAP displacement	ER stress rescue	M1AAP inhibition	West Nile virus CPE	PMI inhibition	Siah-1 displacement
CC1CC(C)CN(S(=O)(=O)c2ccc3c(c2)oc(=O)n3CC(=O)N2CCOCC2)C1 (stereo unspecified)	-1%	i	-5%	-2.5%	-0.7%	-4%	-0.1%	4%	-4%
O=[N+]([O-])c1ccc(N2CCOCC2)cc1SCc1ccco1	0%	i	-2%	-4.0%	-3.2%	10%	-0.6%	68%*	113%
C=CCN=C1S/C(=C\c2ccc(N(C)C)cc2)C(=O)N1CC=C	-4%	i	-14%	/	/	3%	-0.7%	/	-4%
COc1c(Br)cc(Br)cc1/C=N/NC(=O)c1ccncc1	/	i	/	-3.2%	-0.5%	/	0.7%	1%	2%
CCC(CC)c1nc2ccccc2c(=O)[nH]1	-5%	i	3%	-2.9%	0.1%	4%	0.5%	5%	7%
Cc1ccc(Oc2nc(-c3ccccc3)ncc2S(C)(=O)=O)cc1	-1%	i	-2%	-5.5%	-0.1%	1%	-0.1%	-4%	-1%
O=C1C=C(NCC2CCCO2)C2(CCCCC2)O1 (stereo unspecified)	-6%	i	9%	-4.0%	-0.8%	4%	0.0%	-8%	4%
CC(NC(=O)C1c2ccccc2Oc2ccccc21)C1CCCO1 (stereo unspecified)	4%	i	-4%	-1.6%	0.2%	1%	0.1%	-5%	-4%
CC(C)c1ccc(C2CC(=O)c3cnc(N4CCc5ccccc5C4)nc3C2)cc1 (stereo unspecified)	-8%	i	-1%	-3.9%	-1.5%	1%	-0.9%	15%	4%
O=C1CCN(C(=S)NCc2ccccc2)CC1	4%	i	-5%	-2.7%	0.8%	4%	0.4%	-7%	1%
O=C(CCc1nc2ccccc2c(=O)[nH]1)NCc1cccc(Cl)c1	-14%	i	-5%	-11%	7.0%	4%	0.0%	-4%	6%
COc1cc2c(cc1OC)CN(C(=O)CCCN1C(=O)c3ccccc3C1=O)CC2	5%	i	5%	-1.1%	1.0%	10%	-0.4%	-14%	7%
CCCCN(CC)c1nc(N)c(C#N)c(CC#N)c1C#N	-2%	i	15%	-4.4%	-1.1%	22%	0.5%	1%	-1%
COc1ccc(N(CC(=O)NCC2CCCO2)S(=O)(=O)c2ccc(C)cc2)cc1OC (stereo unspecified)	-5%	i	8%	0.0%	2.4%	1%	-0.9%	-2%	2%
CS(=O)(=O)N1CCC(C(=O)Nc2ccc(F)cc2F)CC1	-4%	i	6%	-1.3%	4.5%	-3%	0.2%	-15%	2%
COc1ccc(NC(=O)C2CCCN2S(=O)(=O)c2ccc3c(c2)CCC(=O)N3)cc1 (stereo unspecified)	3%	i	11%	-9.0%	0.3%	3%	-0.5%	-8%	-1%
COc1ccccc1CC(=O)NNC(=O)c1cccs1	-3%	i	-15%	-6.3%	1.5%	3%	0.0%	2%	-3%
CC(C)OC(=O)CSc1nnc(Cc2ccccc2)n1CC1CCCO1 (stereo unspecified)	-1%	i	6%	-7.3%	4.1%	10%	0.7%	9%	2%
Cc1cc(C)c(OCCN2C(=O)NC(C)(C)C2=O)c(Cl)c1	4%	i	8%	-9.7%	-1.3%	-1%	-0.5%	5%	4%
COc1ccccc1C(=O)NCc1n[nH]c(=S)n1Cc1ccccc1	3%	i	-2%	-9.4%	/	1%	-0.3%	-2%	-2%
COc1ccccc1NC(=S)NNC(=O)c1c(Cl)c(C)nn1C	3%	i	12%	-6.6%	2.4%	-1%	0.7%	1%	1%
C#CCn1c(S(=O)(=O)Cc2ccccc2Cl)nc(-c2ccccc2)c1-c1ccccc1	3%	i	-8%	6.7%	-1.9%	-1%	-0.6%	23%	-2%
CN(C)NC1CCS(=O)(=O)C1 (stereo unspecified)	8%	i	21%	-3.6%	-0.4%	8%	-0.2%	-7%	2%
Cc1nc2nc(SCC(=O)NCCN3CCOCC3)nn2c(C)c1Cc1ccccc1	-5%	i	0%	-7.5%	-2.0%	0%	-1.0%	7%	1%
Nc1nnc(CCS(=O)(=O)c2ccc(Cl)cc2)s1	-6%	i	0%	-11%	-0.5%	3%	0.4%	14%	-3%

Other compounds follow:
SMILES	M17LAP inhibition	Yfh1-off respiration	Salmonella PhoP GFP	XIAP displacement	ER stress rescue	M1AAP inhibition	West Nile virus CPE	PMI inhibition	Siah-1 displacement
Cc1nc2ccc(NC(=O)c3cccc(C(F)(F)F)c3)cc2o1	3%	i	12%	-3.0%	-0.9%	3%	0.9%	-1%	-2%
CCCCCc1cc(=O)oc2c(C(CCN(CC)CC)c3cc(OC)c(OC)c(OC)c3)c(OC)cc(OC)c12 (stereo unspecified)	25%	i	3%	/	/	5%	-0.5%	/	-5%
C/C(=C\c1ccccc1)C(=O)NC1CCSC1=O (stereo unspecified)	1%	i	-2%	-5.8%	0.5%	13%	0.2%	-5%	0%
CCc1nc(SCc2cc(Cl)ccc2OC)n[nH]1	7%	i	-15%	1.8%	/	1%	-0.8%	1%	-4%
O=C1Nc2ccc([N+](=O)[O-])cc2C1(O)N1CCCCC1 (stereo unspecified)	21%	i	2%	-7.4%	-1.7%	13%	1.0%	17%	0%
c1ccc(OCCSc2nnc3sc4ccccc4n23)cc1	12%	i	12%	-5.1%	-5.4%	6%	0.0%	0%	1%
COc1cccc(CNC(=O)C2CCC(CNc3c(N4CCC(C)CC4)c(=O)c3=O)CC2)c1 (stereo unspecified)	-8%	i	-8%	/	/	5%	0.8%	/	-1%
Cc1ccc(-c2nc3ccccc3o2)cc1NC(=S)NC(=O)c1cccs1	-6%	i	2%	-9.1%	-1.1%	-4%	0.0%	-4%	5%
CCOc1ccc(N2CC(C(=O)NCCC3=CCCCC3)CC2=O)cc1 (stereo unspecified)	-5%	i	-5%	-2.1%	-0.6%	4%	-0.3%	14%	-1%
Nc1sc2c(c1C(=O)NC1CCS(=O)(=O)C1)CCCC2 (stereo unspecified)	9%	i	2%	-0.2%	-1.6%	9%	0.3%	-19%	0%
O=C(CCNc1ccc(Br)cc1)c1cccc([N+](=O)[O-])c1	-9%	i	7%	-2.2%	0.4%	1%	0.6%	40%	0%

Assay outcomes deposited in PubChem by several laboratories.
